# PKA-R2B act: activators of PKA-R2B holoenzyme, primary screen, biochemical, fluorescence polarization, Cy5-IP20, human. activation, % at 11.4 µM. PKA-R2B holoenzyme dissociation; R2B truncated from residue 108, S112A mutant; 0% DMSO only, 100% 113 µM cGMP. hit rate 0.079% among 340,000. AID 504700, 2011. cAMP-dependent protein kinase catalytic subunit beta (Homo sapiens) + cAMP-dependent …;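 active = activation above a cutoff set at the mean over all compounds plus 3 SD, cut at about 18% in these data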;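 also: higher means more holoenzyme dissociation and a rise in polarization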
# SR-BI uptake up: activators of SR-BI mediated DiI-HDL uptake, primary screen, ldlA[mSR-BI] CHO cells, DiI fluorescence | 3 h; 100 = double the neutral-control signal | activation, % at 12.5 µM | hit rate 0.096% among 320,000;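 active = mean replicate activation of at least 60% and every replicate at or above 60%; inconclusive = mean or all-replicate condition met, but not both; inactive = mean below 60% and not all replicates reaching 60%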;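 also: 0% = median plate neutral-control signal and 100% = twice that signal; values of inactives mirror those of a sister screen read the other way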
#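 Assay system: LDL receptor-deficient CHO ldlA cells overexpressing murine SR-BI / Medium: BSA-supplemented, HEPES-buffered Ham's F12, pH 7.4 / Probe or stimulus: DiI-labelled HDL at 10 µg/mL final / Timing: compound with DiI-HDL co-incubation, 3 h at 37 °C / Technique: bottom-read cell fluorescence after medium removal, ex 550/em 595 nm / Measure: HDL uptake via cellular fluorescence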
# SUMO Mot1 rescue: yeast Mot1-301 growth rescue at high temperature, primary screen, SUMOylation pathway inhibitor project, S. cerevisiae, ATP luminescence, 38.5C; S. cerevisiae Mot1-301 growth rescue; percent above DMSO median, 100 means doubled; growth rescue, % at 18.8 µM; hit rate 1% among 320,000;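 active = every valid replicate shows activation above 250% relative to neutral control wells; inactive = the rest, any valid replicate at or below 250%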;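 also: OY570 slx delta 5 strain wells were the positive control but not used for scaling; some compounds called inactive have numbers as strong as hits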
# Arrestin-AP2 inh: inhibitors of beta-arrestin/AP2 binding, primary screen, biochemical, GPCR trafficking, flow cytometry. hit rate 0.31% among 340,000. inhibition, % at 10 µM. FITC-arrestin peptide / GST-AP2 beads; AP2 beta2 appendage carries R879A mutation. beta-arrestin 1 C-terminal peptide binding to AP2 beta2-adaptin appendage (human);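 active = inhibition above a set limit, near 3 SD of compounds lacking own fluorescence, cut at about 54% in these data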;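 also: plate controls were DMSO wells for no effect and 5 µM unlabelled arrestin peptide for full effect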
#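 test system = AP2 appendage R879A on GSH beads | buffer or medium = PBS plus Tween 20 (0.05%) and BSA (0.1%) | incubation = 12 min plus 1 h, RT | detection = bead flow cytometry, FITC channel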
# NSD2 inh: NSD2 histone methyltransferase inhibitors, primary screen, biochemical, AlphaScreen, single concentration, set 2 | Histone-lysine N-methyltransferase NSD2 (Homo sapiens), O96028 | NSD2 peptide methylation, 120 min | inhibition, % at 12.5 µM | hit rate 0.54% among 310,000; in the data active = inhibition above about 50%
# CDK5 p35 inh: inhibitors of human CDK5/p35 kinase, primary screen, biochemical, single concentration; Cyclin-dependent kinase 5 (Homo sapiens) + Cyclin-dependent kinase 5 activator 1 (Homo …; Recombinant CDK5/p35, ADP-Glo luminescence, 60 min; inhibition, % at 10 µM; hit rate 0.01% among 330,000;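 active = highest replicate inhibition of at least 50% and at least 75% of replicates reaching 50%; inconclusive = only one of the two criteria met; inactive = both criteria failed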;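 also: plate controls were DMSO neutral control for no effect and GW8510 at 10 µM for full effect; many of its hits are not listed in these tables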
# dFosB activator: activators of delta FosB homodimer, primary screen, biochemical, fluorescence polarization, TAMRA-CDK5 oligo, single point. AID 493131, 2011. purified delta FosB; percent of positive-control signal above neutral wells. activation, % at 25 µM. hit rate 0.99% among 340,000;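 active = mean activation above about 17%, with every replicate also reaching it, limit read from the data, passing the limit was not always enough; inconclusive = only one of the two conditions met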;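 also: fluorescence polarization rise as delta FosB binds a TAMRA Cdk5 AP-1 oligo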
# PKA-R1A activ: activators of PKA-R1A holoenzyme, primary screen, biochemical, fluorescence polarization, Cy5-IP20, bovine R1A, mouse PKAc. cAMP-dependent protein kinase type I-alpha regulatory subunit (Bos taurus) + …. hit rate 0.083% among 340,000. PKA-R1A dissociation; scaled: DMSO 0%, 113 µM cGMP 100%. AID 504707, 2011. activation, % at 11.4 µM;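 active = percent activation above the mean of all tested compounds plus 3 SD, cut at about 19% in these data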;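 also: higher means more PKAc released from R1A so a rise in polarization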
# MITF TRPM1 HTS: activators of MITF-driven TRPM1 promoter reporter, primary screen, cell-based, SK-MEL-5, luciferase, single point; SK-MEL-5 TRPM1-promoter luciferase, 24 h; % of positive control, neutral wells = 0; activation, % at 12.5 µM; hit rate 0.75% among 300,000;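 active = mean activation of at least 80% with every replicate also reaching 80%; inconclusive = mean reaches 80% but some replicate falls short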;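 also: 0% = neutral control wells and 100% = parthenolide positive control wells; values of inactives mirror those of a sister screen read the other way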
# DSG3 Ab inh: inhibitors of pemphigus antibody binding to DSG3, primary screen, biochemical, bead-based, flow cytometry, scFv-GFP; hit rate 0.48% among 310,000; binding (percent of control), % at 10 µM; Desmoglein-3 (Homo sapiens), P32926; DSG3-coupled beads, scFv-anti-DSG3-GFP binding; hits give low values;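 active = binding more than 3 SD below its plate's average and above zero; inconclusive = below that plate limit but binding exactly zero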;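 also: hits lower antibody fragment binding to DSG3; some compounds called inactive have numbers as strong as hits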
# SR-BI DiI inh: inhibitors of SR-BI mediated HDL lipid uptake, primary screen, ldlA[mSR-BI] cells, fluorescence, single point | Scavenger receptor class B member 1 (Mus musculus), Q61009 | hit rate 0.96% among 320,000 | inhibition, % at 12.5 µM | ldlA[mSR-BI] CHO cells, DiI-HDL uptake fluorescence, 3 h;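 active = mean replicate inhibition of at least 70% and a set share of replicates each scoring 70 or more; inconclusive = meets just one of the two criteria; inactive = fails both criteria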;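 also: 0% = median of neutral control wells and 100% = median of positive control wells; values of inactives mirror those of a sister screen read the other way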
# Active calls of the source: *; u = inconclusive; x = no result given.
SMILES,PKA-R2B act,SR-BI uptake up,SUMO Mot1 rescue,Arrestin-AP2 inh,NSD2 inh,CDK5 p35 inh,dFosB activator,PKA-R1A activ,MITF TRPM1 HTS,DSG3 Ab inh,SR-BI DiI inh
CC1OC(C)(C)OC1C1CNc2nc(NC(=O)C(C)(C)C)[nH]c(=O)c2N1C(=O)c1cccnc1 (configuration not stated),-9,8,-3,-6,-2,0.0,2,-12,-11,99,-8
Cc1ccc(C(=O)N[C@H](C(=O)Nc2sccc2C(N)=O)C(C)C)cc1,-13,x,-21,2,1,0.0,-10,0,7,92,x
CC(C)CNC(=O)CN1c2cccc3cccc(c23)S1(=O)=O,-2,x,-8,4,1,-4.3,-5,-4,6,117,x
Cc1onc(-c2ccccc2)c1C(=O)N/N=C/c1cc2c(cc1Cl)OCO2,-14,-11,7,31,-3,1.5,-1,-5,-9,102,11
O=c1[nH]c(CSc2cccc[n+]2[O-])nc2ccccc12,-5,x,-29,0,-3,-1.9,-4,-10,-16,105,x
O=c1c(-c2ccc3c(c2)OCCO3)coc2cc(OC3OC(CO)C(O)C(O)C3O)ccc12 (configuration not stated),-1,4,-5,-12,-6,0.6,2,-9,94*,91,-4
O=c1cc(Cl)[nH]n(-c2ccccc2)c1=O,7,24,13,3,-3,-2.5,-3,-5,x,114,-24
O=C(COC(=O)c1cncc(Br)c1)NCc1ccc(F)cc1,2,6,7,10,8,0.6,1,-1,-4,x,-6
CCN(CC)C(=O)C(Oc1ccc(C)nc1[N+](=O)[O-])c1ccccc1 (configuration not stated),1,x,-10,-5,1,-2.0,-1,-9,1,x,x
CCOc1ccc2sc(NS(=O)(=O)c3ccc(OC)c(OC)c3)nc2c1,6,-4,3,50,3,-0.1,-11,5,-10,104,4
CN/N=C/c1ccc(C#N)cc1,5,-9,-8,-1,3,3.3,-3,10,-7,95,9
COc1ccc(-c2cc(C(F)F)n3ncc(C(=O)NCCCN4CCCC4=O)c3n2)cc1,2,9,x,15,x,-0.2,-39,7,x,95,-9
O=C(Oc1ccccc1Cl)c1ccccc1,3,8,x,25,0,-1.5,-13,9,-2,101,-8
Brc1ccc(-c2csc(Nc3nc(-c4ccc(Br)cc4)cs3)n2)cc1,5,-36,28,15,-5,0.8,-12,-13,1,108,36
COc1ccc(NC(=O)c2ccc(-n3nc(C)cc3C)cc2)cc1OC,-7,-40,-1,13,0,2.1,-3,-12,12,100,40
Cc1ccccc1Cn1c(-c2ccc(=O)[nH]c2)nc2ccccc21,-2,-10,-12,-3,2,-0.4,-8,-8,-17,98,10
CC(NS(=O)(=O)c1ccc(N)cc1)C1CC2CCC1C2 (configuration not stated),6,x,123,-13,4,0.1,-1,0,5,125,x
CCN(c1ccccc1)S(=O)(=O)c1ccc(N)cc1,-6,5,192,-4,x,-4.8,-2,10,-2,109,-5
C[C@@H]1CN([C@H](C)CO)C(=O)c2cc(NS(=O)(=O)c3cn(C)cn3)ccc2O[C@H]1CN(C)C(=O)Nc1ccccc1,-5,23,-15,-5,x,0.1,8,-1,8,101,-23
O=C(C[C@@H]1C/C=C\C[C@H](Cc2ccc(F)cc2)C(=O)OC[C@H]2CCCN2C1=O)N[C@H](CO)Cc1ccccc1,-4,-4,-5,2,x,-1.5,-9,0,-4,99,4
O=C(Nc1ccnc(-c2ccncc2)n1)c1ccc(Cl)cc1,-7,-7,19,10,-4,0.0,2,-6,-3,83,7
Cc1cnc(C(=O)OCC(=O)NCc2ccccc2)cn1,0,7,x,0,x,0.1,-9,1,x,100,-7
CN(C)C(=O)COC(=O)/C=C/c1ccccc1[N+](=O)[O-],-3,-12,9,9,1,1.0,-5,-3,x,x,12
COCCNC(=O)[C@@H]1CSC2c3ccccc3C(=O)N21 (some centres not stated),5,-12,0,-13,-3,1.3,0,2,-13,89,12
CCOC(=O)/C(C#N)=C/c1c(N2CCN(C)CC2)nc2c(C)cccn2c1=O,-4,x,5,-1,5,0.9,-3,3,1,94,x
N=c1c(S(=O)(=O)c2ccc(Cl)cc2)cc2c(=O)n3ccccc3nc2n1CCc1ccccc1,12,4,-10,6,1,-2.8,u,-4,-11,x,-4
COc1ccc(Cn2c(O)c(C=Nc3ccccc3)c3ccccc3c2=O)cc1,-5,13,0,5,1,0.2,-5,0,0,104,-13
Cc1ccc(-c2ccc(=O)n(Cc3ccc(F)cc3Cl)n2)cc1,-10,-3,-12,10,-1,-0.6,-19,-10,5,121,3
COC(=O)c1cc(C(=O)c2ccc(Cl)cc2Cl)cn1C,-4,-3,0,6,-4,2.8,0,6,3,101,3
O=C(/C=C/c1ccccc1)N(Cc1cccc(Cl)c1)C1CCS(=O)(=O)C1 (configuration not stated),0,7,39,14,-2,0.0,-12,-10,x,x,-7
COc1ccc(/C=N/n2cnc3c(sc(=S)n3-c3ccccc3)c2=O)cc1,6,15,217,-8,-7,-0.3,8,-8,0,110,-15
Cc1cc(C(=O)NCc2cccnc2)no1,10,16,-7,-16,0,1.0,-3,12,1,103,-16
COc1cccc(-n2c(SC)nnc2-c2cnccn2)c1,6,9,42,-5,x,-0.1,-5,-4,3,102,-9
CCN(CC)CCOc1nc(C)nc2c1oc1ccccc12,2,14,27,2,10,-0.2,-14,-1,x,99,-14
C=CCN1C(=O)C(CC(=O)Nc2ccc(OCC)cc2)N(Cc2ccccn2)C1=S (configuration not stated),-7,x,-4,3,0,-3.6,-3,-10,2,105,x
Cc1ccc2cc(C=O)c(Cl)nc2c1,-1,24,20,-8,2,1.2,1,-2,3,99,-24
CCOC(=O)c1ccc(NC(=O)c2ccccc2C)cc1,-11,2,14,1,-2,1.4,1,-8,u,113,-2
COc1ccc(CCN(C(=S)Nc2ccccc2)C2CC(=O)N(c3ccccc3)C2=O)cc1 (configuration not stated),-5,4,6,7,-1,1.2,-4,2,4,100,-4
Cc1cccc(-n2c(C)n[nH]c2=S)c1C,-3,24,21,11,1,0.2,-2,2,-7,92,-24
COc1ccc(C(=O)NC2CCN(C(=S)NCc3ccco3)CC2)cc1,-4,7,-19,22,-1,-1.7,4,0,-2,92,-7
Cc1nn(-c2ccccc2)c(Cl)c1/C=C(/CC(=O)O)c1nc2ccccc2s1,-9,8,x,5,0,-2.1,-5,-3,0,x,-8
O=C(Cn1c(=O)cnc2ccccc21)NNC(=O)c1ccc(Cl)cc1,-3,45,84,5,-2,-0.2,-3,-4,-4,103,-45
O=c1cc(Cn2ccnc2)c2cc3c(cc2o1)CCC3,5,5,-4,2,1,-1.9,-8,4,8,102,8
Cc1c(C)n(C)c2ccc(C(=O)NCCc3ccco3)cc12,-4,-51,94,-12,12,-1.0,-5,-6,54,107,51
CCOC(=O)C(NC(C)=O)(Nc1ccc(S(=O)(=O)Nc2ccncn2)cc1)C(F)(F)F (configuration not stated),0,17,-17,-1,-1,0.3,5,-7,30,101,-17
Cc1oc2cc([N+](=O)[O-])c(O)c([N+](=O)[O-])c2c1C(=O)c1ccc(Cl)cc1,-4,x,-12,-17,x,-0.6,-5,-2,7,92,x

# Entries listed so far containing an aryl methoxy group:
SMILES,PKA-R2B act,SR-BI uptake up,SUMO Mot1 rescue,Arrestin-AP2 inh,NSD2 inh,CDK5 p35 inh,dFosB activator,PKA-R1A activ,MITF TRPM1 HTS,DSG3 Ab inh,SR-BI DiI inh
CCOc1ccc2sc(NS(=O)(=O)c3ccc(OC)c(OC)c3)nc2c1,6,-4,3,50,3,-0.1,-11,5,-10,104,4
COc1ccc(-c2cc(C(F)F)n3ncc(C(=O)NCCCN4CCCC4=O)c3n2)cc1,2,9,x,15,x,-0.2,-39,7,x,95,-9
COc1ccc(NC(=O)c2ccc(-n3nc(C)cc3C)cc2)cc1OC,-7,-40,-1,13,0,2.1,-3,-12,12,100,40
COc1ccc(Cn2c(O)c(C=Nc3ccccc3)c3ccccc3c2=O)cc1,-5,13,0,5,1,0.2,-5,0,0,104,-13
COc1ccc(/C=N/n2cnc3c(sc(=S)n3-c3ccccc3)c2=O)cc1,6,15,217,-8,-7,-0.3,8,-8,0,110,-15
COc1cccc(-n2c(SC)nnc2-c2cnccn2)c1,6,9,42,-5,x,-0.1,-5,-4,3,102,-9
COc1ccc(CCN(C(=S)Nc2ccccc2)C2CC(=O)N(c3ccccc3)C2=O)cc1 (configuration not stated),-5,4,6,7,-1,1.2,-4,2,4,100,-4
COc1ccc(C(=O)NC2CCN(C(=S)NCc3ccco3)CC2)cc1,-4,7,-19,22,-1,-1.7,4,0,-2,92,-7

# High-throughput results: PubChem, several laboratories
